Tb PGK inh: qHTS Assay to Find Inhibitors of Phosphoglycerate Kinase; Phosphoglycerate kinase, glycosomal (Trypanosoma brucei brucei), P07378; PGK/GAPDH coupled, Kinase-Glo luminescence, 60 min; Potency, µM (titrated, usually from 57.5 µM), for inactives: at the highest dose activity change, negative = inhibition, hits mostly inhibitors; 380,000 compounds, 0.043% hits; AID 602233, 2012; also: potency is read from the fitted curve at half-maximal effect; % is scaled to controls: 0 for no effect and ±100 for the full control effect; nearly all actives have a fitted effect of over 60% in size
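Recombinant glycosomal PGK reaction used 1,3-bisphosphoglycerate generated in-well by GAPDH (100nM final) in 100mM TEA pH 7.6, 5mM MgCl2, 0.01% Tween-20. After 60 minutes at room temperature, ATP was read by Kinase-Glo Plus luminescence end-point.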
Pol beta inh: qHTS Assay for Inhibitors of DNA Polymerase Beta | Potency, µM (doses to about 114 µM), for the others: top-dose activity change, negative = inhibition, hits mostly inhibitors | Pol beta primer extension/strand displacement, fluorescence kinetic | AID 485314, 2010 | 340,000 compounds, 1.3% hits; also: potency is read from the fitted curve at half-maximal effect; % is scaled to controls: 0 for no effect and ±100 for the full control effect
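Homogeneous kinetic assay of primer extension and strand displacement by 10 nM Pol beta, preincubated 15 min at room temperature with compound before 50 nM substrate (final) was added. Read at 0 and 10 min; four-parameter Hill fit.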
RXFP1 antag: qHTS Assay for Antagonists of the Relaxin Receptor RXFP1. 350,000 compounds, 0.59% hits. HEK293-RXFP1, relaxin-stimulated cAMP HTRF, 30 min; stronger effect = lower value. AID 1259400, 2018. activity change, negative = inhibition, % at 57.5 µM;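 active = activity change of -60% or lower, but not beyond a set lower limit; inconclusive = change between -60% and -40%, or beyond the set limit; inactive = change above -40%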; also: % is scaled to controls: 0 for no effect and ±100 for the full control effect
Pol kappa inh: qHTS for Inhibitors of Polymerase Kappa; AID 588579, 2011; purified Pol kappa, fluorescent DNA synthesis assay, 10 min; Potency, µM (top dose mostly 107 µM), inactives show at the highest dose activity, negative = inhibition, actives largely listed as inhibitors; DNA polymerase kappa (Homo sapiens), Q9UBT6; 400,000 compounds, 0.53% hits; also: potency is read from the fitted curve at half-maximal effect; % is scaled to controls: 0 for no effect and ±100 for the full control effect
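First, compounds were pin-transferred onto 10 nM Pol kappa. After 15 min at room temperature, substrate was added to 50 nM final. Fluorescence was then measured kinetically at 0 and 10 min.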
Pol iota inh: qHTS for Inhibitors of Polymerase Iota; 390,000 compounds, 1% hits; Potency, µM (series often up to 115 µM), for inactives: at the top dose activity, negative = inhibition, hits mostly inhibitors; Pol iota fluorescent replication assay, 10 min; DNA polymerase iota (Homo sapiens), Q9UNA4; AID 588590, 2011; also: potency is read from the fitted curve at half-maximal effect
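Pol iota at 10 nM preincubated 15 min with compounds at room temperature; reaction started with fluorescent substrate, 50 nM final. Fluorescence read kinetically at 0 and 10 min; buffer-only wells as negative control.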
BLM helicase inh: qHTS Assay for Inhibitors of Bloom's syndrome helicase (BLM); AID 2528, 2010; Potency, µM (doses to about 56.1 µM), inactives show at the highest dose activity change, negative = inhibition, hits mostly inhibitors; RecQ-like DNA helicase BLM (Homo sapiens), P54132; 350,000 compounds, 0.2% hits; recombinant BLM DNA unwinding, fluorescence dequenching;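 also: potency is read from the fitted curve at half-maximal effect; plate controls were vehicle for no effect and no enzyme for full effect; nearly all actives have a fitted effect of over 35% in size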
Pol eta inh: qHTS for Inhibitors of Polymerase Eta. 390,000 compounds, 1.2% hits. Potency, µM (top dose mostly 114 µM), for the others: top-dose activity change, negative = inhibition, usual class: inhibitors. recombinant Pol eta, fluorescent DNA replication assay; also: potency is read from the fitted curve at half-maximal effect; % is scaled to controls: 0 for no effect and ±100 for the full control effect
Target sequence (Q9Y253 whole entry, looked up): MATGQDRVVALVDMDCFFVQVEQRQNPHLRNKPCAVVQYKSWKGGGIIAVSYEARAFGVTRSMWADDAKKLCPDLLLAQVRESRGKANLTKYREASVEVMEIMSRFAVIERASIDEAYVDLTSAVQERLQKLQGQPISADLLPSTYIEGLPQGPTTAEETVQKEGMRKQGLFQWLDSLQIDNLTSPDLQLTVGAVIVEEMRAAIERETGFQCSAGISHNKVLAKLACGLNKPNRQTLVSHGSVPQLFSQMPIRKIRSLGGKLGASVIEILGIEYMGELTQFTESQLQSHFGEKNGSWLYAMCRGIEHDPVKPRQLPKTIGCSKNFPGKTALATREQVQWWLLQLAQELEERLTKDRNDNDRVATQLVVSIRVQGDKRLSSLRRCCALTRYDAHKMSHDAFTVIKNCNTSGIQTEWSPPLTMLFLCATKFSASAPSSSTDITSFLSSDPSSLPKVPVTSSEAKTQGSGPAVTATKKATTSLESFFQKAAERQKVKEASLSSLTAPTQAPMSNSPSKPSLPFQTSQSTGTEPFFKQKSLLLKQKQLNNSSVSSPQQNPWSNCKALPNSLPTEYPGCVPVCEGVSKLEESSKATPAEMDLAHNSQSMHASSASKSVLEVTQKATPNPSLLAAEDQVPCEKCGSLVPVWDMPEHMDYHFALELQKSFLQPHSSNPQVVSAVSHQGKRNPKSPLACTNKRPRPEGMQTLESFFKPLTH
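Pol eta (10 nM) was preincubated with compounds for 15 min at room temperature, after which fluorescent replication substrate (50 nM final) was added to start the reaction. Fluorescence was read kinetically at 0 and 10 min.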
Anesthetic bind: qHTS Assay for Identification of Novel General Anesthetics; Ferritin light chain (Equus caballus), P02791; apoferritin/1-aminoanthracene competitive binding, fluorescence; Potency, µM (top dose mostly 77.5 µM), without a hit: at the top dose activity change, negative = displacement, actives largely listed as inhibitors; 350,000 compounds, 0.074% hits; AID 485281, 2010; also: potency is read from the fitted curve at half-maximal effect; % is scaled to controls: 0 for no effect and ±100 for the full control effect; nearly all actives have a fitted effect of over 20% in size
Target sequence (P02791 2-175 limits assumed): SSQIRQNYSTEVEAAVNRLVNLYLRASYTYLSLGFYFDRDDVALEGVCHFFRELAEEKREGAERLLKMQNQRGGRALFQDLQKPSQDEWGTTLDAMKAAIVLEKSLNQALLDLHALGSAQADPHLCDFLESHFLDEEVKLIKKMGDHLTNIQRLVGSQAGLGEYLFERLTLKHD
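Concentration-response curves derived by four-parameter Hill fitting of normalized fluorescence, where compounds displaced 1-AMA from 10 uM horse apoferritin following a brief 10 min room-temperature incubation; propofol titration acted as positive control.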
APEX1 inh: qHTS Assay for Inhibitors of the Human Apurinic/apyrimidinic Endonuclease 1 (APE1) | recombinant APE1, TAMRA/BHQ-2 abasic DNA cleavage fluorescence | Potency, µM (doses to about 65.8 µM), for inactives: at the highest dose activity change, negative = inhibition, actives largely listed as inhibitors | AID 2517, 2012 | 350,000 compounds, 0.35% hits;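 also: potency is read from the fitted curve at half-maximal effect; plate controls were vehicle for no effect and reference inhibitor for full effect; nearly all actives have a fitted effect of over 55% in size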
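Step 1: APE1 (0.75 nM) with compound, 15 min RT. Step 2: add 50 nM fluorophore/quencher THF duplex. Step 3: three fluorescence reads 60 s apart (525/598 nm); read 3 minus read 1 = reaction progress.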
The depositor's hits bear a star; i = inactive; ? = inconclusive; nt = no result given; [ ] = remark or other dose. Unless noted, calls follow the shape of the dose curve; as a rule, active = well fitted curve in the direction sought with a large enough effect; inconclusive = small, poorly fitted or top-dose-only effect, or another doubt; inactive = no such curve, though single readings can be large; an effect the other way counts as inactive or inconclusive. An excerpt, so the mix of outcomes need not match the whole.

molecule | Tb PGK inh | Pol beta inh | RXFP1 antag | Pol kappa inh | Pol iota inh | BLM helicase inh | Pol eta inh | Anesthetic bind | APEX1 inh
CCCn1c(SCC(=O)N(CC)CC)nnc1-c1ccncc1 | -1% | 16% | -8 | 10% | -13% | -6% | -12% | -4% | 9%
OCC1(CCOc2ccccc2)CCN(Cc2cc(Cl)ccc2O)CC1 | -9% | -9% | -11 | -4% | 90%[activator] | 0% | -16% | ? | 42%
Cc1ccc(NC(=S)NCc2ccc(F)cc2)c(C)c1 | -1% | 1% | -14 | -14% | 40%[activator] | -5% | -14% | -9% | 26%
O=C(CSc1nc(-c2ccco2)cc(C(F)(F)F)n1)Nc1cccnc1 | i | -1% | 4 | -8% | 26% | -3% | -18% | -10% | 0%
CCOc1c2ccc(C(=O)NCCCCc3ccccc3)cc2nn1C | -8% | 17% | nt | -12% | 21% | 0% | -7% | -5% | -6%
O=S(=O)(c1ccc(Cl)c(Cl)c1)N1CCc2nc3ccccc3n2CC1 | -7% | -11% | -6 | -12% | -3% | -4% | -26% | 0% | 9%
CN1CCC(=NNC(=O)COc2ccc(Cl)cc2)CC1 | 7% | -1% | -5 | 5% | 32%[activator] | -6% | -9% | -17% | -4%
Cc1ccccc1N1CCN(C(=O)c2cc(C3CC3)nn2-c2ccccc2)CC1 | -1% | nt | 2 | 6% | -4% | nt | -5% | nt | 10%
CCSc1nc2ccccc2n1CC(=O)O | -4% | 10% | -2 | -7% | 26% | -5% | -2% | -4% | 2%
O=C(COC(=O)C1CC1)NCc1ccccc1Cl | -7% | -11% | -3 | -8% | 5% | -1% | 0% | -13% | 2%
CN(C)S(=O)(=O)N1CCC(Oc2cccc(C(=O)NCCCC3CCCC3)c2)CC1 | i | -22% | -5 | 7% | -30% | -6% | -17% | 75%[activator] | 40%
O=C(Nc1ccc(S(=O)(=O)N2CCCCC2c2cccnc2)cc1)c1ccc(F)cc1 (stereo not drawn) | i | -8% | ? | 0%[60.1 µM] | 21% | -6% | -19% | -9% | nt
CCCC(=O)Nc1ccc(NC(=O)c2ccccn2)cn1 | -3% | 2% | -2 | 8% | 55%[activator] | 2% | -15% | -14% | 2%
O=C1C=C(Nc2ccccc2C(=O)O)c2ccccc2C1=O | -12% | ? | 14 | -18% | 18µM* | -30% | 28µM* | 2% | 2%
Cc1ccc(NC(=O)Nc2ccc3c(c2)OCO3)nc1 | nt | 0% | -3 | -17% | 21% | -3% | -9% | -4% | -1%
CCS(=O)(=O)c1ccc2oc(SCC(=O)NC34CC5CC(CC(C5)C3)C4)nc2c1 | 6% | -7% | -4 | 0% | 8% | -7% | -10% | ? | 10%
Cc1cccc(C(C)(C)C)c1OCCOCCN1CCCC1 | 8% | 4% | -12 | -9% | 10% | 5% | -15% | -1% | 4%
O=C(CCNc1ccccc1)c1ccc2c(c1)OCO2 | 5% | 7% | 2 | -2% | 10% | -1% | 0% | ? | -3%
COc1ccc(N(CC(=O)NCCc2ccccc2)C(=O)c2csnn2)cc1OC | 1% | 105% | 1 | 9% | 14% | 1% | -23% | 6% | 11%
C/C(=N\NC(=O)c1ccc(N2CCCC2=O)cc1)c1ccccc1 | -7% | 24% | 7 | -7% | 42%[activator] | -2% | -17% | -9% | -5%
CCn1nnc2cc(C(=O)Nc3ccc(Br)cc3F)ccc21 | 1% | 0% | -6 | -16% | -6% | -3% | -1% | -7% | nt
Cc1nc2ncccn2c1-c1csc(NCc2ccco2)n1 | 1% | 6% | -6 | -17% | ? | -20% | -7% | 7% | 20%
C/C=C(/C)C(=O)Nc1cccc(C2=NOC3(C2)C[C@@H](C(N)=O)N(C(=O)CC(c2ccccc2)c2ccccc2)C3)c1 (stereo partly drawn) | -12% | 3% | nt | -7% | ? | -10% | -30% | -16% | -4%
COc1ccc(OC)c2c1sc(=NC(=O)c1ccco1)n2C | -7% | -10% | -10 | -4% | -7% | 1% | -11% | -13% | 1%
O=C1c2ccccc2C(=O)N1CCCc1nc(-c2ccccc2)no1 | 8% | 3% | -13 | -6% | 32%[activator] | -3% | -18% | -16% | -4%

Continued.
molecule | Tb PGK inh | Pol beta inh | RXFP1 antag | Pol kappa inh | Pol iota inh | BLM helicase inh | Pol eta inh | Anesthetic bind | APEX1 inh
COc1ccc(C(C)=O)cc1COC(=O)c1cccnc1Cl | -6% | 7% | -11 | -7% | 9% | -1% | 1% | -6% | 15%
Cc1nc2cc(-c3ccccc3)sc2c(=O)n1N | 10µM* | 11% | -9 | -5% | 38%[activator] | -5% | 4% | -2% | -3%
CC1(C)SC[C@H](C(=O)Nc2cccc(Cl)c2)N1C=O | -4% | 16% | 0 | -3% | 16%[58.9 µM] | -5% | -1% | -10% | -6%
O=C1NCCN1Cc1ccc(F)cc1 | -9% | ? | 0 | -8% | 24% | -1% | -7% | -7% | -2%
COCCCn1c(=O)c2sccc2n2c(CCCC(=O)NCc3ccc(OC)cc3)nnc12 | -5% | ? | 16 | -4% | 38%[activator] | 1% | -4% | -15% | -2%
COCCCNc1oc(/C=C/c2ccccc2)nc1C#N | i | -1% | 5 | -1% | 55%[activator] | -11% | -14% | 454%[activator] | -10%
CCOc1ccc(NS(=O)(=O)c2ccc3[nH]c(=O)[nH]c3c2)cc1 | -5% | 2% | 10 | -4% | 16% | -10% | -8% | 3% | ?
O=[N+]([O-])c1ccc(Cc2ccccn2)cc1 | 0% | nt | 0 | 8% | 14% | nt | -5% | nt | -15%
Oc1ccc(N2Cc3ccccc3C2)cc1 | -12% | 2% | -10 | -11% | 13% | -8% | ? | -6% | 53%[activator]
CCc1nnc(SCC(=O)Nc2ccc(NC(C)=O)cc2)n1-n1cccc1 | -4% | nt | 1 | 10% | 14% | nt | -12% | nt | 39%[activator]
Cc1ccc(S(=O)(=O)NC(CC(=O)N2CCc3ccccc32)c2ccco2)cc1 (stereo not drawn) | i | ? | 0 | -11% | -4% | -3% | -15% | -16% | ?
Fc1ccc(-c2cn3cc(C(F)(F)F)cc(Cl)c3n2)cc1 | 3% | 27% | -13 | -10% | 4% | -5% | 1% | 129%[activator] | 6%
O=C(NN1C(=O)NC2(CCCCC2)C1=O)c1cccs1 | -5% | nt | 1 | 5% | 17% | nt | -23% | nt | -1%
C=CCOC(=O)C1=C(C)Nc2[nH]c(=O)[nH]c(=O)c2C1c1cccc(OC)c1 (stereo not drawn) | nt | 15% | nt | nt | nt | -13% | nt | -8% | 1%
Cc1ccc(N2CCN(S(=O)(=O)c3cccs3)CC2C)cc1 (stereo not drawn) | -7% | 1% | -1 | -13% | 40%[activator] | -10% | -26% | 32%[activator] | -20%
CCOCCOC(=O)C1=C(C)NC(=O)NC1c1ccc2c(c1)OCO2 (stereo not drawn) | -2% | 6% | 4 | -4% | -5% | -1% | -12% | -2% | 7%
COc1ccc(OC)c2sc(N(Cc3cccnc3)C(C)=O)nc12 | -9% | 8% | -11 | 0%[60.1 µM] | -21% | 1% | -22% | -5% | nt
CC1CCN(Cc2c(C(=O)N/N=C/c3ccccc3O)nnn2-c2nonc2N)CC1 | -1% | 24% | -9 | -4% | 65%[activator] | -8% | -6% | -9% | 26%
Cn1cc(C(=O)NC2CCCCCC2)c(=O)c2cc(S(=O)(=O)N3CCCC3)ccc21 | i | 3% | 1 | -4% | 15% | -2% | 3% | 6% | 4%
CC1Cc2ccccc2N1S(=O)(=O)c1cnc(Cl)c(Br)c1 (stereo not drawn) | -9% | 20% | -9 | 11% | -2% | -1% | -6% | -2% | 19%
COc1ccccc1-c1nnc(NC(=O)CSc2nncn2C)s1 | -2% | 0% | -13 | -5% | 57%[activator] | 0% | -21% | -3% | -3%

An excerpt of these results, with two lines to a compound:
Values run as follows: Tb PGK inh	Pol beta inh	RXFP1 antag	Pol kappa inh	Pol iota inh	BLM helicase inh	Pol eta inh	Anesthetic bind	APEX1 inh
> COc1ccc(C(C)=O)cc1COC(=O)c1cccnc1Cl
  -6%	7%	-11	-7%	9%	-1%	1%	-6%	15%
> Cc1nc2cc(-c3ccccc3)sc2c(=O)n1N
  10µM*	11%	-9	-5%	38%[activator]	-5%	4%	-2%	-3%
> CC1(C)SC[C@H](C(=O)Nc2cccc(Cl)c2)N1C=O
  -4%	16%	0	-3%	16%[58.9 µM]	-5%	-1%	-10%	-6%
> O=C1NCCN1Cc1ccc(F)cc1
  -9%	?	0	-8%	24%	-1%	-7%	-7%	-2%
> COCCCn1c(=O)c2sccc2n2c(CCCC(=O)NCc3ccc(OC)cc3)nnc12
  -5%	?	16	-4%	38%[activator]	1%	-4%	-15%	-2%
> COCCCNc1oc(/C=C/c2ccccc2)nc1C#N
  i	-1%	5	-1%	55%[activator]	-11%	-14%	454%[activator]	-10%
> CCOc1ccc(NS(=O)(=O)c2ccc3[nH]c(=O)[nH]c3c2)cc1
  -5%	2%	10	-4%	16%	-10%	-8%	3%	?

Screening results (PubChem)
